Screening results deposited in PubChem BioAssay by Broad Institute.
ERAP1 inh: inhibitors of human ERAP1 aminopeptidase; Q9NZ08; recombinant ERAP1, Leu-AMC fluorescence, 60 min; inhibition, % at 10.7 µM; 340,000 tested, 0.15% active; AID 652197;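 active means mean replicate inhibition of at least 30%, or all replicates individually reaching that 30% level; inactive means mean below 30% and not every replicate reaching it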;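 further: 0% = neutral control wells and 100% = L-leucinethiol positive control wells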
Target sequence (Q9NZ08 whole entry, looked up): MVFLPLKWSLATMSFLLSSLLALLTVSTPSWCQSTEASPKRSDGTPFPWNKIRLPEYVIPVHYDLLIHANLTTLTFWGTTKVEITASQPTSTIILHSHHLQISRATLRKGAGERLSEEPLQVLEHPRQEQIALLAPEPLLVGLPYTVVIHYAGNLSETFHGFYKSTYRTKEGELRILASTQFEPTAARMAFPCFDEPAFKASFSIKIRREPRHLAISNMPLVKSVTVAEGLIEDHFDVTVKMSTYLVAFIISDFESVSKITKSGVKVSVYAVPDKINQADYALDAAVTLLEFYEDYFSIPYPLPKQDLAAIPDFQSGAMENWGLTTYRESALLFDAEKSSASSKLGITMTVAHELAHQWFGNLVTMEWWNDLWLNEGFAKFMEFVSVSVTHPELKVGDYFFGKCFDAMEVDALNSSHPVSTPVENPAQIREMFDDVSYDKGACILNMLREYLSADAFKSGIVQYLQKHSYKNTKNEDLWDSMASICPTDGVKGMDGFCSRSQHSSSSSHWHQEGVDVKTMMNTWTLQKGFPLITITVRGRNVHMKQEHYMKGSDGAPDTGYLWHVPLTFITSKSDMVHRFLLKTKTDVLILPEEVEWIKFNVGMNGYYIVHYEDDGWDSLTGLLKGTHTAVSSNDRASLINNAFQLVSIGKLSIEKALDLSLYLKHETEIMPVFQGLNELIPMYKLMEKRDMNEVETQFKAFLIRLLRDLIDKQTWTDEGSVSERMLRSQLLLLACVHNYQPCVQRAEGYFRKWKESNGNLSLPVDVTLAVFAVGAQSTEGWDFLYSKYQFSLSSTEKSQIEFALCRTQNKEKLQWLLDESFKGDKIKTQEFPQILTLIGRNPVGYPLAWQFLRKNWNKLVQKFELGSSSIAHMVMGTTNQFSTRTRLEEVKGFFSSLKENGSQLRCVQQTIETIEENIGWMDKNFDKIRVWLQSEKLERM
S100A4 MyoIIA: S100A4-myosin IIA interaction inhibition; P26447; S100A4/TAMRA-MyoIIA peptide fluorescence polarization; inhibition, % at 10.7 µM; 360,000 tested, 0.14% active;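 active means mean inhibition of at least 70% across replicates, with every replicate also reaching that level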
Target sequence (P26447 whole entry, looked up): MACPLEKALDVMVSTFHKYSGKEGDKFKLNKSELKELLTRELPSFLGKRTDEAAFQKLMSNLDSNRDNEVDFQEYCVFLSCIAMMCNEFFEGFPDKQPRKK
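Material: S100A4 monomer (human). Medium: Calcium-containing HEPES buffer, pH 7.2. Probe or stimulus: labelled myosin peptide probe, 5 nM. Compound dosing: one concentration per compound. Timing: polarization read 5 min after assay mix addition, stable 5–60 min. Benchmarks: DMSO as neutral control, TFP as positive control.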
PglD DTNB: blocks C. jejuni PglD acetyltransferase activity | inhibition, % at 12.5 µM | 360,000 tested, 0.098% active | purified PglD enzyme, DTNB colorimetric CoA detection; in the data active means inhibition above about 16%, passing the limit was not always enough; further: strong numbers were not always called active
PAX8 reporter: lowers PAX8-driven luciferase in RMG-I cells; RMG-I TPO-luciferase reporter, SteadyGlo, 24 h; inhibition, % at 12.6 µM; 360,000 tested, 1.2% active;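 active means mean replicate inhibition at least 60% with every replicate also reaching 60%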;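 further: luciferase light reporting Pax8 driven TPO promoter activity; plate controls were median of neutral control wells for no effect and mitoxantrone controls for full effect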
PGC1a acetyl inh: modulators of PGC1a acetylation; U2OS PGC1a acetylation, AlphaScreen anti-acetyl-lysine; with virally co-expressed GCN5 acetyltransferase; inhibition, % at 15.6 µM; 350,000 tested, 0.17% active; AID 651687;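 active means every replicate shows inhibition of at least 40%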;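 further: 0% = neutral control wells and 100% = positive control wells; some results beyond the cut were filed as inactive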
EWS-Fli block: EWS/Fli transcriptional activity inhibition; inhibition, % at 12.6 µM; AID 651661; A673 NR0B1-luciferase reporter, viability-normalised; 350,000 tested, 0.67% active;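 active means mean inhibition of at least 50% after viability correction, with every replicate also passing that limit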;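 further: firefly luciferase signal divided by Alamar Blue viability fluorescence both relative to DMSO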
FN deposition inh: fibronectin deposition inhibition; AH1F fibroblasts, Alexa488-fibronectin deposition fluorescence, overnight; inhibition, % at 12.6 µM; 350,000 tested, 0.086% active; AID 743247;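 active means mean inhibition across replicates of 30% or more, regardless of how many single replicates reach that level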;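 further: positive control wells lacked labelled fibronectin entirely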
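Material: AH1F fibroblast monolayer depositing Alexa488-labelled fibronectin into matrix / Amount: 10000 AH1F cells per well / Signal: fluorescence 485/525 nm / Medium: DMEM, 2% serum / Compound: single dose, pinned / Incubation: 1 h cell adhesion before compound, then overnight fibronectin incubation / Reagent: Alexa488-FN, 24 nM final / Read-out: inhibition of fibronectin deposition signal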
LGR2 inh: blocks bursicon-induced cAMP signaling via Drosophila LGR2 | HEK293 LGR2, CRE-luciferase, bursicon-stimulated, 4 h | inhibition, % at 9.99 µM | 380,000 tested, 0.35% active;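 active means drop in luminescence signal, shown as inhibition above about 50% in the replicate tests, limit read from the data, passing the limit was not always enough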;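 further: agonist challenge used bursicon conditioned medium at about half maximal strength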
* marks the source's active call; other numbers are inactive results; . = not tested or not shown.

Sequence of screens – ERAP1 inh, S100A4 MyoIIA, PglD DTNB, PAX8 reporter, PGC1a acetyl inh, EWS-Fli block, FN deposition inh, LGR2 inh
COc1cccc(-c2noc(C3CCCN(C(=O)c4cccc(F)c4)C3)n2)c1 (centres undefined)
→ -0.9, -0.2, 2.5, 36.9, 6.7, -28.8, -1.0, -38.7
CS(=O)(=O)c1ccc(Cl)c(NC(=O)COC(=O)Cc2c[nH]c3ccccc23)c1
→ -1.4, -3.3, -1.9, 7.5, 5.4, 8.7, -3.1, 6.1
COc1cccc(C#Cc2ccc([C@@H]3[C@H](CO)N4C(=O)CN(S(=O)(=O)c5ccccc5C)C[C@@H]34)cc2)c1
→ 2.8, -1.7, ., -5.0, -4.5, -3.4, ., -19.7
OC[C@@H]1[C@H](c2ccc(-c3ccc(F)cc3)cc2)[C@H]2CN(Cc3cccnc3)CCCCN12
→ -0.8, -3.2, 3.1, 1.3, 0.1, 6.0, ., -15.7
C[C@@H]1CCCCO[C@H](CN(C)S(=O)(=O)c2ccc(F)cc2)[C@@H](C)CN([C@H](C)CO)C(=O)c2cc(NS(=O)(=O)c3ccc(Cl)cc3)ccc2O1
→ 1.1, -12.2, 1.8, 2.6, -4.3, 0.4, 7.3, 7.9
CCCCNC(=O)c1ccccc1C(=O)NC1(C(=O)NCCCC)CCCC1
→ -2.4, 0.3, -0.6, -12.9, 11.6, 2.3, -0.3, -20.3
O=C(c1ncn(Cc2ccccc2)c1C(=O)N1CCN(c2ccccc2)CC1)N1CCN(c2ccccc2)CC1
→ 2.7, 0.2, 4.6, 18.1, 12.7, -0.5, 5.2, 1.2
CN(C)/C=C(\C#N)S(=O)(=O)c1ccccc1
→ 4.8, -2.0, 0.6, 8.6, -4.9, 0.0, 25.0, 4.0
CC(C)C[C@H](NC(=O)N1CCn2c1nc1ccccc12)C(=O)NC1CC1
→ 1.2, -7.2, 2.5, 2.0, -12.9, -3.1, 5.1, 0.2
CC(C)C[C@H](NC(=O)C1CC(=O)N(c2ccc3c(c2)OCCO3)C1)C(=O)N1CCCCC1 (some centres undefined)
→ -2.9, 0.2, 4.1, -2.2, -1.3, 7.4, 2.5, 5.7
C[C@H](CO)N1C[C@H](C)[C@H](CN(C)Cc2ccncc2)Oc2ccc(NC(=O)C3CCCCC3)cc2CC1=O
→ -0.7, -1.4, 8.9, ., -1.8, 0.9, ., 10.2
COc1ccccc1S(=O)(=O)N[C@H]1CC[C@H](CCn2cc(C3CCCCC3)nn2)O[C@@H]1CO
→ 0.6, -1.0, 5.3, 9.2, -10.1, 0.2, -2.0, -6.1
O=C(NCCc1cccs1)C12CN(Cc3ccccc3)CC1C(c1cccc([N+](=O)[O-])c1)=NO2 (centres undefined)
→ 1.5, 3.3, 1.6, -0.9, 18.3, -5.5, 10.0, -16.1
CCN(CC)c1ccc(NC(=O)c2ccccc2)cc1S(=O)(=O)Nc1ccccc1OC
→ 2.0, -41.9, 0.9, 26.6, -4.7, 15.4, 12.6, .
O=C(Nc1ccc(C(=O)N2CCOCC2)cc1)c1ccccc1Cl
→ -2.5, -2.6, -3.6, 14.3, -0.1, -9.2, -0.7, -14.7
COCC(=O)Nc1ccc2c(c1)C(=O)N(C)C[C@H](OC)[C@@H](C)CN(C(=O)c1ccccc1)[C@@H](C)CO2
→ ., -9.5, 0.7, 4.3, 6.5, -7.4, 1.4, 11.7
Cc1ccc(NC(=O)C2CC(=O)N(C(C)C)C2)cc1Cl (centres undefined)
→ 23.6, -5.1, -3.8, -2.8, 1.9, -1.5, -0.8, -32.9
COc1cccc(C(C)NC(=O)c2ccncc2)c1 (centres undefined)
→ -0.5, -5.1, -2.1, -4.6, -6.2, 10.1, -4.8, 4.4
COc1cc(OC)cc(/C(N)=N/O)c1
→ 1.7, 1.1, ., -0.6, 6.0, 8.2, -17.5, -2.4
CC1CC(=O)N(CC(=O)Nc2ccc(Br)cc2)c2ccccc2S1(=O)=O (centres undefined)
→ 1.8, 1.3, -3.0, 1.8, 3.4, 6.4, 1.3, -2.2
CN(CC(=O)Nc1cccnc1Cl)S(=O)(=O)c1ccc(Cl)cc1
→ 0.5, -7.6, -1.2, 5.7, ., 2.5, ., 6.5
COc1cccc(C(NC(=O)C2CCN(CCCOc3ccccc3)CC2)c2ccccn2)c1 (centres undefined)
→ -6.4, -3.9, 3.1, -6.0, ., -9.2, -3.1, -5.7
Cc1ccccc1OCC(=O)NNC(=O)c1cc(S(=O)(=O)N(C)C)ccc1N1CCCC1
→ -1.1, 0.3, 0.3, ., 5.2, -7.8, -4.6, 23.8
O=C1Nc2ccccc2N=C(c2ccc3c(c2)OCO3)C1N(C(=O)c1ccc2ccccc2c1)C1CC1 (centres undefined)
→ ., -9.0, 4.0, -119.1, -3.3, -107.2, -1.2, -20.0
CCCCCNC(=O)C(c1cc2ccccc2o1)n1c(=O)c(-c2cc3ccccc3[nH]2)nc2ccccc21 (centres undefined)
→ ., -2.5, ., 12.5, ., -21.0, -5.3, -1.3
C[C@H](NC(=O)C[C@H]1C=C[C@H](NC(=O)c2cccnc2)[C@@H](CO)O1)c1ccccc1
→ 4.3, 45.6, 4.0, 1.0, 10.1, -9.1, -5.6, -5.9
CCOCCCN(C(=O)c1snc(C(N)=O)c1N)C(C(=O)NC1CCCC1)c1ccc(O)cc1 (centres undefined)
→ -0.6, -0.1, ., 11.4, ., 5.9, 7.1, 14.4
C[C@@H]1CN([C@H](C)CO)C(=O)c2cc(NC(=O)Cc3ccccc3)ccc2O[C@@H](C)CCCCO[C@@H]1CN(C)C(=O)Nc1cccc2ccccc12
→ -1.1, 2.5, 1.9, 63.5*, 4.1, -8.3, ., -7.5
CN(C)CCNC(=O)c1ccc2c(c1)NC(=O)c1ccccc1S2
→ 4.6, -3.6, -3.8, 12.9, -15.4, 3.8, 0.6, -17.8
CC(Sc1nncs1)C(=O)Nc1ccc2c(c1)OCCO2 (centres undefined)
→ 1.2, 8.9, 4.1, -22.0, -6.2, -26.4, -5.2, 4.7

Single records, as listed above:
CCCCNC(=O)c1ccccc1C(=O)NC1(C(=O)NCCCC)CCCC1 as listed: ERAP1 inh: -2.4; S100A4 MyoIIA: 0.3; PglD DTNB: -0.6; PAX8 reporter: -12.9; PGC1a acetyl inh: 11.6; EWS-Fli block: 2.3; FN deposition inh: -0.3; LGR2 inh: -20.3
C[C@H](CO)N1C[C@H](C)[C@H](CN(C)Cc2ccncc2)Oc2ccc(NC(=O)C3CCCCC3)cc2CC1=O as listed: ERAP1 inh: -0.7; S100A4 MyoIIA: -1.4; PglD DTNB: 8.9; PAX8 reporter: .; PGC1a acetyl inh: -1.8; EWS-Fli block: 0.9; FN deposition inh: .; LGR2 inh: 10.2

Additional records.
Sequence of screens – ERAP1 inh, S100A4 MyoIIA, PglD DTNB, PAX8 reporter, PGC1a acetyl inh, EWS-Fli block, FN deposition inh, LGR2 inh
O=C1CCN(S(=O)(=O)c2ccccc2)CCN1CCOCc1ccc(F)cc1
→ -2.3, -3.0, 6.9, -1.9, ., -1.6, -1.4, -15.8
COc1ccc(C2NCCc3sccc32)cc1 (centres undefined)
→ 6.4, -17.5, ., -5.8, 9.9, 4.3, 3.4, -10.1
CCCCc1ccc(S(=O)(=O)NC(=O)C2(C)CCN2C(=O)c2ccccc2)cc1 (centres undefined)
→ 1.2, 0.8, -5.1, 4.9, 8.3, 7.3, 0.8, -13.8
COc1ccccc1N1C(=O)C2C3CC(c4ccccc4)C(C3)C2C1=O (centres undefined)
→ -0.8, 12.2, -4.7, 35.4, -3.5, 6.3, 6.3, 0.5
COc1ccccc1N1CCN(C2CCCN(C(=O)CN3CCCCC3=O)C2)CC1 (centres undefined)
→ 0.3, -9.0, -0.3, 15.9, -14.7, ., 4.4, -11.2
CCc1cc(C(=O)NCC(c2ccco2)N2CCCCC2)sc1C (centres undefined)
→ 1.1, -6.6, -4.1, -6.0, -4.0, -0.9, -1.2, -2.8
CCOc1ccc(-c2noc(CCC(=O)NC3CCCC3)n2)cc1OC
→ -0.5, -2.2, 1.1, -10.6, -10.9, -25.1, 7.0, -12.0
Cc1cc(C)cc(N(CCC#N)C(=O)COC(=O)c2ccc(OCc3c(C)noc3C)cc2)c1
→ 0.7, -2.4, ., -7.1, ., 6.0, -4.7, 4.7
CCC(=O)N1CC[C@@H]2[C@@H](CO)Nc3ccc(C#Cc4ccc(F)cc4)cc3[C@@H]21
→ 5.6, 1.6, -3.5, 5.0, -11.7, -12.2, 2.5, -7.1
CCCCN1C(=O)C(O)=C(C(C)=O)C1c1ccccc1[N+](=O)[O-] (centres undefined)
→ -2.5, -6.1, ., 23.1, ., 4.8, 13.6, 4.3
Cc1ccc(S(=O)(=O)N2[C@@H](c3ccc(Br)cc3)C(C(=O)O)=CC[C@H]2c2cccc(C)c2)cc1
→ -0.4, -2.3, 1.3, 13.8, 11.5, 3.5, 1.6, 3.4
C[C@@H]1CN([C@@H](C)CO)C(=O)c2cc(NC(=O)C3CCCCC3)ccc2O[C@@H](C)CCCCO[C@@H]1CN(C)C(=O)c1ccccc1
→ -3.4, 1.1, 0.4, -6.1, 2.3, 5.1, ., -19.2
CN(C1CCCCC1)S(=O)(=O)c1ccc(S(=O)(=O)N2CCCC2)cc1
→ -3.6, -2.0, 0.4, ., -25.1, 12.5, ., -3.7
C[C@@H]1CN([C@H](C)CO)C(=O)Cc2cc(NC(=O)C3CCCCC3)ccc2O[C@H]1CN(C)CC1CCCCC1
→ 0.8, -2.6, -0.7, ., 4.9, -0.7, ., 9.8
COc1cccc(Cn2nnc(C(=O)Nc3cc(Cl)ccc3OC)c2N)c1
→ ., -0.1, 1.0, 5.4, -10.5, 6.9, 20.4, 33.3
CC(C)c1nc(SCC(=O)N2c3ccccc3CC2C)c2ccccc2n1 (centres undefined)
→ -5.5, -0.1, ., ., ., 14.8, ., 13.8
CO[C@@H]1CN(C)C(=O)c2ccc(NC(=O)C3CC3)cc2OC[C@H](C)N(Cc2ccncc2)C[C@H]1C
→ 0.2, 56.2, 5.9, -1.3, -2.8, 0.0, -4.8, 5.4
Cc1ccc(C2C(C(=O)c3cccs3)=C(O)C(=O)N2c2ccc(S(N)(=O)=O)cc2)cc1 (centres undefined)
→ 4.9, 9.5, ., -3.2, 4.4, -12.7, -6.9, -17.6
Cc1ccc(N2C(=O)CC(NNC(=O)c3cccc(S(=O)(=O)N4CCCC4)c3)C2=O)cc1 (centres undefined)
→ 1.6, -14.7, -0.2, -13.0, 2.9, -8.1, 1.3, .
CCSc1nc(COC(=O)NC)c(COC(=O)NC)n1C
→ 0.7, -2.1, ., 7.4, 8.3, -11.4, -0.8, .
C[C@H]1CN([C@@H](C)CO)C(=O)c2cc(NC(=O)Cc3ccccc3)ccc2O[C@@H]1CN(C)CC1CCCCC1
→ -0.1, 8.2, 0.2, 14.7, 1.4, 8.8, -3.6, -0.9
Cc1ccc(C(=O)C(OC(=O)c2cnccn2)c2ccccc2)cc1C (centres undefined)
→ -8.1, -2.7, ., -20.9, ., -11.0, -5.6, -5.1
Cc1ccc(NC(=O)CS(=O)CC(=O)NCC2OCCc3ccccc32)c(C)c1 (centres undefined)
→ ., ., -2.5, -3.2, 2.5, ., 0.5, .
Cc1ccc(C(=O)N/C(=C/c2ccc(Cl)cc2)C(=O)N2CCOCC2)cc1
→ 1.2, -5.8, -0.7, 17.7, ., 0.5, -17.7, 0.6
COc1ccc2c(c1)OC[C@H]1[C@H]2N2C(=O)CNC(=O)[C@@]2(C)[C@H]1c1ccccc1
→ -1.1, 5.4, ., -17.1, ., -10.6, -8.7, 1.7
CCC(=O)N[C@@H]1CC[C@H](CCNS(=O)(=O)c2ccc(Cl)cc2)O[C@H]1CO
→ -0.3, -6.2, -2.5, -4.4, -7.0, 4.7, ., 2.2
